From PubChem
Scp-1 inhibitor: inhibitors of human Scp-1 phosphatase; Q9GZU7; Recombinant Scp1, phosphopeptide, malachite green phosphate absorbance; inhibition, % at 20 µM; 0.88% of 340,000 active; AID 493091;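 active = inhibition above about 50% at 20 µM, limit read from the data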;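 also: plate controls were DMSO wells with enzyme for no effect and wells lacking enzyme for full effect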
Target sequence (Q9GZU7 76-261 limits assumed): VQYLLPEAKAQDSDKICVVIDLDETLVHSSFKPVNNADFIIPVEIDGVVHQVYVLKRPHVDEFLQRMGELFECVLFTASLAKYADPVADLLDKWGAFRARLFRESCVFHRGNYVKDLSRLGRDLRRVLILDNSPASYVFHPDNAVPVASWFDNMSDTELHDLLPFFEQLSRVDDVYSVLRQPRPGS
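Test system – truncated SCP-1 phosphatase (76-261aa) · Reagent – Phosphorylated 17-residue peptide substrate · Incubation – 45 min room-temperature reaction, 5 min colour, 30 min stabiliser · Detection – colorimetric phosphate reagent with accelerator and stabiliser, absorbance at 630 nm · Measure – % inhibition at 20 µM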
Rpn11 block: Rpn11 (human) deubiquitinase inhibition | AID 588493 | human 26S proteasome, Ub4-pepOG fluorescence polarization; 20S core pre-blocked with epoxomicin | 0.59% of 360,000 active | O00487 | calls only at 20 µM;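 active = inhibition at 20 µM, scaled to each plate's controls, above about 33%, limit read from the data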
Target sequence (O00487 whole entry, looked up): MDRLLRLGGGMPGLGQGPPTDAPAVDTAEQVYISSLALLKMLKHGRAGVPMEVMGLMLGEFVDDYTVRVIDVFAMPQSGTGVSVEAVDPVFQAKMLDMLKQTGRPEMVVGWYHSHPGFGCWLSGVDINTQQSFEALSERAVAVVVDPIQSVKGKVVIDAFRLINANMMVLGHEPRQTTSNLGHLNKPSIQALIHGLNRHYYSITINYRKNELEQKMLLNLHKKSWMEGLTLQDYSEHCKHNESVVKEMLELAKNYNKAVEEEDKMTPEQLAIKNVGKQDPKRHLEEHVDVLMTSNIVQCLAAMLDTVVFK
MsrA inhibitor: inhibitors of bovine MsrA; purified bovine MsrA, absorbance read-out; inhibition, % at 15.5 µM; 0.75% of 360,000 active; AID 651718; in the data active = inhibition above about 4.5%;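 also: 0% = vehicle wells with enzyme and 100% = reference inhibitor wells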
LMPTP block: blocks human LMPTP phosphatase. recombinant LMPTP-A, OMFP fluorogenic substrate, fluorescence intensity. inhibition, % at 20 µM. 0.22% of 360,000 active. AID 651560;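 active = compounds that cut the enzyme signal by at least half of the control window in the single-dose screen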;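 also: plate controls were DMSO wells with enzyme plus substrate for no effect and substrate without enzyme for full effect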
Target sequence (P24666 whole entry, looked up): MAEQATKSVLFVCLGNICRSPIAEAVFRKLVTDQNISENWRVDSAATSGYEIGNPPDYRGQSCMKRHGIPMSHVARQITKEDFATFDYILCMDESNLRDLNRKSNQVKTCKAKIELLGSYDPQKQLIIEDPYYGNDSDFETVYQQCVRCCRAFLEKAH
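Assay system: LMPTP-A, protein tyrosine phosphatase of low molecular weight / Medium: pH 6.0 Bis-Tris buffer with DTT and Triton X-100 / Schedule: 50 min enzyme reaction at room temperature, protected from light / Measured by: endpoint fluorescence intensity from OMFP dephosphorylation / Read-out basis: % inhibition relative to no-enzyme and uninhibited control wells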
CSN inh: blocks human CSN-mediated cullin deneddylation. Purified CSN, SCF-Nedd8-OG deneddylation, fluorescence polarization. 0.38% of 360,000 active. Q92905. inhibition, % at 12.5 µM;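 active = pattern-corrected inhibition above about 35%, with an unprinted fluorescence ratio check between 0.5 and 1.5, limit read from the data, passing the limit was not always enough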;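 also: 0% = enzyme with substrate and 100% = substrate without enzyme; some results filed as inactive read as strong as hits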
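Test system: purified human Csn5 enzyme expressed in HEK293T cells. Amount: 0.24 nM enzyme. Reagent: SCFSkp2-Nedd8OG substrate at 10 nM final. Schedule: 90 min incubation of compound, enzyme and substrate at room temperature. Detection: fluorescence polarization. Read-out: % inhibition of substrate cleavage by Csn5.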
SUMO1-SIM PPI: SUMO1-SIM interaction modulation | P63165 | SUMO1 binding to a labelled peptide, TR-FRET, 1 h | inhibition, % at 20 µM | 0.33% of 360,000 active | AID 602429; in the data active = inhibition above about 37%
Target sequence (P63165 whole entry, looked up): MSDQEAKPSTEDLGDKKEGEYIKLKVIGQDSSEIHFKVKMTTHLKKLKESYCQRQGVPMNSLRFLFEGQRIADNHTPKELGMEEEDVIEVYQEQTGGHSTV
DNMT1 inh: DNMT1 (human) enzyme inhibition; 0.83% of 360,000 active; inhibition (reported as % activation of signal), % at 10 µM; P26358; AID 588458; DNMT1 molecular beacon, Hinp1I cleavage, fluorescence; in the data active = inhibition above about 50%
STEP inh: inhibitors of human striatal-enriched phosphatase STEP | 0.25% of 360,000 active | P54829 | recombinant STEP, OMFP fluorogenic substrate, fluorescence | inhibition, % at 20 µM;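 active = inhibition at 20 µM, scaled per plate between control wells, above about 37%, limit read from the data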;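 also: 0% = DMSO with enzyme and substrate and 100% = substrate only without enzyme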
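Test system: STEP tyrosine phosphatase / Reagent: OMFP at 25 µM / Doses: 20 µM, 1% DMSO / Read-out: percent inhibition scaled to no-enzyme and uninhibited-enzyme controls, plate-pattern corrected / Detection: FITC-channel fluorescence of OMFP product / Medium: Bis-Tris buffer pH 6.0, 2.5 mM DTT, 0.005% Tween 20 / Schedule: 20 min at room temperature, dark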
Tb MetRS inh: blocks T. brucei methionyl-tRNA synthetase activity; 0.4% of 360,000 active; AID 624268; inhibition, % at 11.9 µM; purified T. brucei MetRS, ATP depletion, Kinase-Glo luminescence;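 active = inhibition above a per-plate cutoff of the control wells' mean inhibition plus 3 SD, cut at about 5.5% in these data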;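 also: 0% = DMSO wells median and 100% = median of wells with control inhibitor compound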
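Measured by: Kinase-Glo luciferase luminescence reporting remaining unconsumed ATP. Material: purified T. brucei MetRS enzyme. Doses: 11.9 µM compound single dose, 0.9% DMSO. Medium: HEPES buffer containing pyrophosphatase, BSA, spermine, DTT. Times: 15 min preincubation, 2 h reaction, all 25 °C. Reagent: methionine, ATP and bulk E. coli tRNA.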
NadD block: blocks S. aureus nicotinate mononucleotide adenylyltransferase; 0.78% of 360,000 active; AID 602399; inhibition, % at 20 µM; purified NadD enzyme, colorimetric absorbance read-out; in the data active = inhibition above about 26%; also: some compounds past the cut are filed as inactive
Starred values were filed as active, the others as inactive.

Cc1ccc(NC(=O)CN2C(=O)S/C(=C\c3cc(C)n(-c4ccc(C(=O)O)cc4)c3C)C2=O)cc1 was read as Scp-1 inhibitor -9, Rpn11 block inactive, MsrA inhibitor 2.2, LMPTP block 2.9, CSN inh -6, SUMO1-SIM PPI -6, DNMT1 inh -10, STEP inh 4, Tb MetRS inh 0.6 and NadD block 26.
CS(=O)(=O)c1ccc(C(=O)N(Cc2ccccc2)c2ccccc2)cc1 was read as Scp-1 inhibitor -3, Rpn11 block inactive, MsrA inhibitor 1.8, LMPTP block -0.6, CSN inh -2, SUMO1-SIM PPI 1, DNMT1 inh -3, STEP inh 0, Tb MetRS inh -1.3 and NadD block -1.
For CC1(C)CC(CCNC(=O)c2ccc(-n3cnnn3)cc2)CC(C)(C)N1 the results were Scp-1 inhibitor -5, Rpn11 block inactive, MsrA inhibitor 0.5, LMPTP block -1.4, CSN inh 1, SUMO1-SIM PPI 5, DNMT1 inh 0, STEP inh -1, Tb MetRS inh -0.5 and NadD block -3.
Screening Brc1cccc(OCCCN2CCCCCC2)c1 returned Scp-1 inhibitor -13, Rpn11 block inactive, MsrA inhibitor -1.4, LMPTP block -0.5, CSN inh 0, SUMO1-SIM PPI 1, DNMT1 inh 0, STEP inh -3, Tb MetRS inh 0.1 and NadD block -4.
`CCNC(=O)NC(=O)COC(=O)CCCc1nc2ccccc2s1` gave Scp-1 inhibitor -1, Rpn11 block inactive, MsrA inhibitor -0.8, LMPTP block 0.8, CSN inh 1, SUMO1-SIM PPI 0, DNMT1 inh 2, STEP inh -2, Tb MetRS inh -0.5 and NadD block -1.
`CC(C)Sc1nc(N)nc(-c2cccs2)c1C#N` gave Scp-1 inhibitor -17, Rpn11 block inactive, MsrA inhibitor 1.1, LMPTP block 4.4, CSN inh 3, SUMO1-SIM PPI 5, DNMT1 inh -6, STEP inh 3, Tb MetRS inh -0.5 and NadD block -5.
Screening CCN(CC(=O)NC(=O)Nc1ccccc1F)Cc1ccccc1 returned Scp-1 inhibitor -6, Rpn11 block inactive, MsrA inhibitor -0.3, LMPTP block 0.7, CSN inh 2, SUMO1-SIM PPI 2, DNMT1 inh 1, STEP inh -2, Tb MetRS inh -0.3 and NadD block -9.
COC(=O)Cn1c(CN2CCC(Cc3ccccc3)CC2)nc2c1c(=O)n(C)c(=O)n2C was read as Scp-1 inhibitor -4, Rpn11 block inactive, MsrA inhibitor 0.3, LMPTP block -0.2, CSN inh 4, SUMO1-SIM PPI -2, DNMT1 inh 0, STEP inh 0, Tb MetRS inh -1.2 and NadD block 4.
COc1ccc(C2c3[nH]c4ccccc4c3CCN2C(=O)Cc2nonc2C)c(F)c1 (configuration not stated) was read as Scp-1 inhibitor -20, Rpn11 block inactive, MsrA inhibitor 1.0, LMPTP block 2.5, CSN inh 7, SUMO1-SIM PPI 2, DNMT1 inh -6, STEP inh 2, Tb MetRS inh -0.1 and NadD block -6.
O=C(NCCNS(=O)(=O)c1ccc(Cl)cc1)c1cc(OCC(F)(F)F)ccc1OCC(F)(F)F was read as Scp-1 inhibitor -2, Rpn11 block inactive, MsrA inhibitor 0.5, LMPTP block 8.6, CSN inh -4, SUMO1-SIM PPI 5, DNMT1 inh -7, STEP inh 1, Tb MetRS inh 0.5 and NadD block -7.
For CCOC(=O)CSc1nnc(CNC(=O)c2cccs2)n1-c1cccc(C)c1 the results were Scp-1 inhibitor -4, Rpn11 block inactive, MsrA inhibitor -1.0, LMPTP block -0.9, CSN inh 8, SUMO1-SIM PPI 1, DNMT1 inh -1, STEP inh 9, Tb MetRS inh -0.8 and NadD block -3.
O=C(c1ccc(Cl)c(S(=O)(=O)N2CCCCCC2)c1)N1CCCCC1 was read as Scp-1 inhibitor -8, Rpn11 block inactive, MsrA inhibitor 0.2, LMPTP block -0.2, CSN inh -3, SUMO1-SIM PPI 8, DNMT1 inh 0, STEP inh -3, Tb MetRS inh 0.3 and NadD block -6.

Entries shown so far that have a thiophene ring, fused or not (two):
`CC(C)Sc1nc(N)nc(-c2cccs2)c1C#N` gave Scp-1 inhibitor -17, Rpn11 block inactive, MsrA inhibitor 1.1, LMPTP block 4.4, CSN inh 3, SUMO1-SIM PPI 5, DNMT1 inh -6, STEP inh 3, Tb MetRS inh -0.5 and NadD block -5.
For CCOC(=O)CSc1nnc(CNC(=O)c2cccs2)n1-c1cccc(C)c1 the results were Scp-1 inhibitor -4, Rpn11 block inactive, MsrA inhibitor -1.0, LMPTP block -0.9, CSN inh 8, SUMO1-SIM PPI 1, DNMT1 inh -1, STEP inh 9, Tb MetRS inh -0.8 and NadD block -3.

More records follow:
Screening COc1ccc(C(=O)N(CC(=O)Nc2sc(C)c(C)c2C(N)=O)C2CCCC2)cc1 returned Scp-1 inhibitor -2, Rpn11 block inactive, MsrA inhibitor -0.7, LMPTP block 0.5, CSN inh 2, SUMO1-SIM PPI 7, DNMT1 inh 1, STEP inh -1, Tb MetRS inh 0.3 and NadD block -7.
`N#CCSc1ncccc1-c1nc2ccccc2[nH]1` gave Scp-1 inhibitor -5, Rpn11 block inactive, MsrA inhibitor -0.9, LMPTP block 0.1, CSN inh -3, SUMO1-SIM PPI -2, DNMT1 inh -7, STEP inh -4, Tb MetRS inh 1.3 and NadD block 3.
`COC(=O)CCC(=O)N(CCN(C(=O)CCC(=O)OC)c1ccccc1)c1ccccc1` gave Scp-1 inhibitor -5, Rpn11 block inactive, MsrA inhibitor 0.8, LMPTP block 3.5, CSN inh -9, SUMO1-SIM PPI 3, DNMT1 inh 4, STEP inh 1, Tb MetRS inh -0.6 and NadD block -5.
Screening Cn1cccc1Cc1nnc(SCC(=O)Nc2ccc3c(c2)OCCO3)n1CCc1ccccc1 returned Scp-1 inhibitor 4, Rpn11 block inactive, MsrA inhibitor 0.4, LMPTP block -0.3, CSN inh 0, SUMO1-SIM PPI -1, DNMT1 inh -2, STEP inh -1, Tb MetRS inh 0.2 and NadD block 7.
Screening O=C1c2ccccc2C(=O)N1CSc1nnnn1-c1ccccc1 returned Scp-1 inhibitor -5, Rpn11 block inactive, MsrA inhibitor 1.1, LMPTP block -1.0, CSN inh -3, SUMO1-SIM PPI -8, DNMT1 inh 4, STEP inh 2, Tb MetRS inh -0.9 and NadD block -2.
For CC(C)CN(C(=O)CSc1ccc2c(c1)OCCO2)c1c(N)n(CC(C)C)c(=O)[nH]c1=O the results were Scp-1 inhibitor -5, Rpn11 block inactive, MsrA inhibitor 0.5, LMPTP block -8.4, CSN inh -3, SUMO1-SIM PPI 3, DNMT1 inh 8, STEP inh 0, Tb MetRS inh -0.3 and NadD block -4.
For Cc1nc2ccc(NC(=O)COc3ccccc3[N+](=O)[O-])cc2s1 the results were Scp-1 inhibitor -3, Rpn11 block inactive, MsrA inhibitor 0.3, LMPTP block 3.5, CSN inh -9, SUMO1-SIM PPI -2, DNMT1 inh -8, STEP inh -1, Tb MetRS inh -0.1 and NadD block 0.
`Cc1ccc(C(=O)OCn2nnc3ccccc3c2=O)cc1[N+](=O)[O-]` gave Scp-1 inhibitor -3, Rpn11 block inactive, MsrA inhibitor 0.2, LMPTP block 0.5, CSN inh 11, SUMO1-SIM PPI -6, DNMT1 inh -2, STEP inh 6, Tb MetRS inh 0.3 and NadD block -11.
`CC12CCCCC1c1ccccc1C(=NCC(=O)O)N2` (configuration not stated) gave Scp-1 inhibitor 0, Rpn11 block inactive, MsrA inhibitor -0.6, LMPTP block -0.9, CSN inh -3, SUMO1-SIM PPI -1, DNMT1 inh 0, STEP inh -4, Tb MetRS inh -1.4 and NadD block 4.
`CCOc1cc(CNCc2ccncc2)cc(Cl)c1OC` gave Scp-1 inhibitor 3, Rpn11 block inactive, MsrA inhibitor -0.8, LMPTP block -2.9, CSN inh -12, SUMO1-SIM PPI 0, DNMT1 inh 15, STEP inh 0, Tb MetRS inh -1.1 and NadD block 5.
Cc1[nH]c(=O)[nH]c(=O)c1NC(=O)c1sc2nc3c(C)cccc3cc2c1N was read as Scp-1 inhibitor 1, Rpn11 block inactive, MsrA inhibitor 1.5, LMPTP block -0.4, CSN inh 0, SUMO1-SIM PPI -2, DNMT1 inh 1, STEP inh 1, Tb MetRS inh -0.8 and NadD block 11.
Screening NC(=O)CCCCC(=O)OCCCc1cccs1 returned Scp-1 inhibitor 8, Rpn11 block inactive, MsrA inhibitor 0.0, LMPTP block -0.2, CSN inh 5, SUMO1-SIM PPI -1, DNMT1 inh -1, STEP inh 2, Tb MetRS inh -1.6 and NadD block -3.
Screening O=C(Nc1nnc(CCN2CCCCC2)s1)c1ccc(Br)cc1 returned Scp-1 inhibitor 0, Rpn11 block inactive, MsrA inhibitor 0.4, LMPTP block -1.5, CSN inh 0, SUMO1-SIM PPI -3, DNMT1 inh -5, STEP inh -3, Tb MetRS inh 0.1 and NadD block -8.
O=C(CCc1ccccc1)Nc1cc2c(cc1C(=O)O)OCCCO2 was read as Scp-1 inhibitor -18, Rpn11 block inactive, MsrA inhibitor 0.4, LMPTP block -1.9, CSN inh 4, SUMO1-SIM PPI 3, DNMT1 inh -6, STEP inh 1, Tb MetRS inh -0.2 and NadD block -10.
`COc1ccc(NC(=O)C2CCCN(S(=O)(=O)c3cccc4cccnc34)C2)cc1` (configuration not stated) gave Scp-1 inhibitor 3, Rpn11 block inactive, MsrA inhibitor 0.0, LMPTP block -0.1, CSN inh 1, SUMO1-SIM PPI 1, DNMT1 inh -1, STEP inh 2, Tb MetRS inh -1.7 and NadD block 5.
`CC(=O)NCCn1c(SCc2ccccc2F)nc2ccccc2c1=O` gave Scp-1 inhibitor -7, Rpn11 block inactive, MsrA inhibitor 1.0, LMPTP block 0.0, CSN inh 0, SUMO1-SIM PPI 5, DNMT1 inh -3, STEP inh -4, Tb MetRS inh 0.1 and NadD block -3.
`Cc1ccc(-n2nnnc2-c2cnn(-c3ccc(F)cc3)c2C(F)(F)F)cc1` gave Scp-1 inhibitor -6, Rpn11 block inactive, MsrA inhibitor -0.6, LMPTP block 0.8, CSN inh 0, SUMO1-SIM PPI -1, DNMT1 inh -1, STEP inh 1, Tb MetRS inh -0.8 and NadD block 3.

No enrichment for hits; any-hit rate near 3.9%.
